Screening results from PubChem.
S1P2 agonist: S1P2 (human) receptor agonism; AID 729; activation, % at 4.5 µM; hit rate 0.46% among 97,000; S1P2-expressing cell line, agonist reporter read-out; in the data active = activation above about 16%;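 also: 0% = vehicle low control and 100% = maximal reference agonist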
PostGolgi ctrl: growth of the yeast control strain, post-Golgi counter-screen; AID 738; inhibition, % at 10 µM; efflux-deficient yeast background strain, growth absorbance A615, 16 h; hit rate 5% among 98,000
PTPN22 act: activators of human LYP (PTPN22) phosphatase. Q9Y2R2. activation, % at 2 µM. hit rate 0.11% among 96,000. AID 697. recombinant LYP, DiFMUP fluorescence; 0 = plate median, 100 = signal doubled;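 active = activation at 2 µM above a set limit, the mean plus 5 SD, cut at about 37% in these data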
HIV Rev-RRE inh: HIV Rev-RRE protein-RNA interaction inhibition | AID 704 | P05866 | Rev peptide-RRE RNA binding, FRET | inhibition, % at 8 µM | hit rate 0.79% among 97,000;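 active = inhibition above the screen-wide mean plus 3 SD, cut at about 35% in these data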;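 also: 0% = median DMSO wells and 100% = median Neomycin B control wells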
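Test system: Cy5-tagged RRE RNA duplex with fluorescein-tagged Rev peptide; Probe or stimulus: labelled Rev peptide; Schedule: 5 min preincubation and 15 min binding, 25 °C; Signal: FRET fluorescence readout; Evaluation: % inhibition from 671/540 nm acceptor-to-donor ratio, scaled between controls; Control set: DMSO and neomycin B.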
LYP inh 2: inhibitors of human LYP (PTPN22) phosphatase | Q9Y2R2 | recombinant LYP catalytic domain, DiFMUP fluorescence | inhibition, % at 2 µM | hit rate 0.21% among 96,000;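 active = inhibition at 2 µM at or above a set limit, the screen mean plus 3 SD, cut at about 24% in these data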;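 also: 0% = DMSO with enzyme and 100% = enzyme fully blocked by orthovanadate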
EphB4 ephrin blk: EphB4-ephrin-B2 interaction antagonism; EphB4 LBD / TNYL-RAW-Alexa532 peptide, fluorescence polarization; P54760; hit rate 0.15% among 97,000; inhibition, % at 7 µM;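 active = inhibition above the screen-wide mean inhibition plus 3 SD, cut at about 15% in these data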;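 also: 0% = DMSO wells and 100% = excess unlabeled TNYL-RAW peptide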
Target sequence (P54760 whole entry, looked up, the tested form may be a part): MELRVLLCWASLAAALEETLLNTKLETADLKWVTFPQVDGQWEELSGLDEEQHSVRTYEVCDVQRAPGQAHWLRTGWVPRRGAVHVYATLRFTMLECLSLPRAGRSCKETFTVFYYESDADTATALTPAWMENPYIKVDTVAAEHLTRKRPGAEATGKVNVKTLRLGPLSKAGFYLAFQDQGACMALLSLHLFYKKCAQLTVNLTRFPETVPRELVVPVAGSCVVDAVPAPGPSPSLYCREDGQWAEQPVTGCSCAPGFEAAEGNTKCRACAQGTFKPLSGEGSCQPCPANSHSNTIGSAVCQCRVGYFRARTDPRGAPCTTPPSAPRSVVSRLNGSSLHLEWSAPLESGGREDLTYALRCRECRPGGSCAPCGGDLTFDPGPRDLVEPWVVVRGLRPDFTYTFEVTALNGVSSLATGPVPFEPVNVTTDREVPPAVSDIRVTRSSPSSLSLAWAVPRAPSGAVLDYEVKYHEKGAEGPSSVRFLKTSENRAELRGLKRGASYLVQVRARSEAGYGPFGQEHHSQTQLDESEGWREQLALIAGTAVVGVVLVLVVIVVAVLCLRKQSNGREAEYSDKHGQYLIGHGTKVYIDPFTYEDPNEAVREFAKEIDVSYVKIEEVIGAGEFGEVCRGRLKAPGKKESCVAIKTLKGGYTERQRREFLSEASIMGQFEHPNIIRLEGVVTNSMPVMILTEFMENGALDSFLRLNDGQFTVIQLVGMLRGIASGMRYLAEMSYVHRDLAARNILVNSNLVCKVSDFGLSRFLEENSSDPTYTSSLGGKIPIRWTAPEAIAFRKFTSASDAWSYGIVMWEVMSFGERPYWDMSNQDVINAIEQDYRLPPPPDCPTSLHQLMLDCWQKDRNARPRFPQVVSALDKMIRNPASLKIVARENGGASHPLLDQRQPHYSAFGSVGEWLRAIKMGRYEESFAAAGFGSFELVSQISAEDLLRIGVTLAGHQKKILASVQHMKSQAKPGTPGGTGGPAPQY
PostGolgi yeast: growth inhibition of a yeast mutant, post-Golgi transport screen; post-Golgi transport phenotypic cell assay; inhibition, % at 10 µM; hit rate 0.9% among 98,000; AID 739;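 also: yeast cells grown in 1536-well plates; yeast grown about 18 h at 30C before absorbance read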
S1P2 antag: antagonists of human S1P2 receptor; O95136; cell-based S1P2 antagonist assay, inhibition at 5 uM; AID 736; hit rate 0.21% among 97,000; inhibition, % at 5 µM; in the data active = inhibition above about 45%;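 also: CRE beta-lactamase reporter cells expressing human S1P2 stimulated with S1P; 0% = agonist at EC80 alone and 100% = agonist plus reference antagonist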
FAK inh: blocks human focal adhesion kinase activity | hit rate 0.84% among 97,000 | Q05397 | biochemical FAK kinase activity assay | AID 727 | inhibition, %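 (tested at 7 µM)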; in the data active = inhibition above about 19%;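 also: 0% = DMSO and 100% = reference compound high control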
Starred values were filed as active, the others as inactive; / = no result given; & = joins results of further samples. Rule as the data show it, unless noted: active = inhibition above about 30%; inactive = the rest.

cpd	compound	S1P2 agonist	PostGolgi ctrl	PTPN22 act	HIV Rev-RRE inh	LYP inh 2
1	O=C(CN1C(=O)COc2ccccc21)NCCN1CCC(Cc2ccccc2)CC1	-2	6	-12	2	11
2	CC(C)(C)OC(=O)N1CCC(c2c(C(=O)O)cnn2-c2ccc(Cl)cc2)CC1	0	1	-3	-1	1
3	Cc1cccc(C)c1NC(=O)c1cc(S(=O)(=O)N2CCOCC2)ccc1F	-11	/	4	4	-7
4	CNC(=O)c1sc(-c2ccc(Cl)cc2)nc1C	2	20	6	9	-8
5	CCOC(=O)N1CCN(C(=O)Cn2ncn3nc(-c4cccs4)cc3c2=O)CC1	-5	3	4	11	-8
6	Cc1ccc(S(=O)(=O)NC2=NCN(CCOC(=O)c3ccc([N+](=O)[O-])cc3)CN2)cc1	-1	-5	4	-3	-3
7	CCCCc1nnc(SCc2ccc(OCC)cc2)n1N	-2	-8	-3	8	-1
8	CCOC(=O)/C=C1\NC2(CCCCC2)Cc2cc(OC)c(OC)cc21	-4	/	4	-4	-9
9	CCC(C)Cn1c(S(=O)(=O)O)nc2ccccc21 (stereo not drawn)	0	5	-4	5	1
10	CCn1c2ccccc2c2nnc(SCC(=O)NCCOC)nc21	-3	6	5	1	-5
11	Cc1cc(NC(=O)CSc2ncnc3ccccc23)no1	-4	6	-5	2	2
12	CSCCOC(=O)C1=C(C)NC(=O)CC1c1ccccc1Cl (stereo not drawn)	-3	8	-5	2	4

cpd	EphB4 ephrin blk	PostGolgi yeast	S1P2 antag	FAK inh
1	6	-4	7	1
2	1	-5	15	1
3	-8	/	-5	2
4	1	7	-1	-2
5	10	-1	22	2
6	-1	-8	-46	0
7	-1	-1	22	1
8	-4	/	0	0
9	1	2	6	-6
10	-11	0	-25	-2
11	0	-8	29	5
12	1	-5	-5	0

Going on with the list:
cpd	compound	S1P2 agonist	PostGolgi ctrl	PTPN22 act	HIV Rev-RRE inh	LYP inh 2
13	COC(=O)C1=C(C)N(Cc2ccc(OC)cc2)C(=O)C1	0	-2	/	4	/
14	CC1=CC(C)C2(CO)COC(c3ccccc3O)C1C2C (stereo not drawn)	-2	5	2	12	-1
15	Cc1ccc2[nH]c3c(c2c1)CCC3=O	-2	5	-9	4	10
16	COc1ccc(C(=O)Nc2ccccc2C(=O)NCCCn2ccnc2)cc1	-4	-2	-6	4	6
17	COc1ccc(C(=O)Nc2c(Cl)cc(Cl)cc2C(=O)NCc2ccco2)cc1	-8	/	-2	4	3
18	O=C(O)CSc1nc(C(F)(F)F)cc(=O)n1-c1ccccc1	-4	-3	2	8	2
19	CCOC(=O)c1cnc2c(-c3ccccc3)cnn2c1N	-7	6	4	0	-6
20	CN(C)C(=O)CSc1nnc(-c2cccnc2)n1-c1ccccc1	-5	1	6	2	-9
21	O=C(NCC12CC3CC(C1)CC(CNC(=O)N1CCCC1)(C3)C2)N1CCCC1	-5	8	2	1	-6
22	CCn1c(-c2cc(-c3ccc(OC(C)C)cc3)nc3ccccc23)n[nH]c1=S	-3	16	3	5	0
23	CCN(Cc1ccccc1)S(=O)(=O)c1ccc(C(=O)Nc2nnc(-c3ccccc3OC)o2)cc1	-6	4	-12	10	12
24	O=C(Nc1ccc2c(c1)OCO2)c1ccc(Cl)s1	-4	7	-3	-2	3

cpd	EphB4 ephrin blk	PostGolgi yeast	S1P2 antag	FAK inh
13	4	12	9	-1
14	6	1	-3	-1
15	7	1	-19	-5
16	5	-3	-1	-2
17	2	/	2	-3
18	-4	-6	8	-2
19	4	-4	2	29*
20	-7	-9	-4	1
21	-2	-7	-9	1
22	4	1	3	0
23	-2	11	20	-7
24	-4	-3	-18	1

Next section.
cpd	compound	S1P2 agonist	PostGolgi ctrl	PTPN22 act	HIV Rev-RRE inh	LYP inh 2
25	Cc1ccc(C(=O)Nc2ncc3c(n2)CC(c2ccco2)CC3=O)cc1 (stereo not drawn)	-9	-6	19	-2	-20
26	CCOc1c(Cl)cc(CNC(C)(C)CC(C)(C)C)cc1OC	-3	8	13	4	-14
27	COc1ccc(Cn2cc3c(-c4ccc(F)cc4)nnc-3c3cc(OC)c(OC)cc32)cc1	7	6	-2	21	2
28	Cc1cc(-c2ccc(Cl)cc2)c(C#N)c(N)n1	8	6	1	6	1
29	O=C(Cc1cc(=O)[nH][nH]1)N/N=C/C=C/c1ccccc1	-11&-7	3&-1	1&-6	-3&0	-3&9
30	Cc1nc2ccc(N=NC3=C(O)CCCC3=O)cc2s1	-3	-8	-2	-5	6
31	c1ccc(CN2CCN(c3nc(NCc4ccco4)c4ccccc4n3)CC2)cc1	1	0	-5	17	8
32	Cc1cc(C)c2c(=O)[nH]n(C3CCOC(C)(C)C3)c2n1 (stereo not drawn)	-1	4	1	10	-4
33	CCOC(=O)C1=C(C)N(C)C(=O)NC1c1cccc(O)c1 (stereo not drawn)	-5	18	-2	4	5
34	Cc1cc2ncn(CCOc3ccccc3)c2cc1C	-2	4	16	4	-13
35	O=C1C2C3C=CC(C3)C2C(=O)N1c1ccc(Cc2ccncc2)cc1 (stereo not drawn)	-2	-2	1	-2	1
36	CCOc1c(Cl)cc(C2NC(=O)NC(C)=C2C(=O)NCc2ccccc2)cc1OC (stereo not drawn)	-1	6	0	5	2

cpd	EphB4 ephrin blk	PostGolgi yeast	S1P2 antag	FAK inh
25	-6	-12	4	1
26	2	-6	-15	2
27	-2	13	-22	-1
28	-2	6	-54	-9
29	-2&7	9&0	-7&-6	0&1
30	-3	-3	-6	0
31	-1	-4	7	2
32	2	-1	3	0
33	3	-2	-9	0
34	-5	-5	-9	1
35	-6	5	16	-5
36	3	-4	3	0

Profiles as entered above. Order of screens: S1P2 agonist | PostGolgi ctrl | PTPN22 act | HIV Rev-RRE inh | LYP inh 2 | EphB4 ephrin blk | PostGolgi yeast | S1P2 antag | FAK inh
`CCOc1c(Cl)cc(C2NC(=O)NC(C)=C2C(=O)NCc2ccccc2)cc1OC` (stereo not drawn) in the list: -1 | 6 | 0 | 5 | 2 | 3 | -4 | 3 | 0
`CCOc1c(Cl)cc(CNC(C)(C)CC(C)(C)C)cc1OC` in the list: -3 | 8 | 13 | 4 | -14 | 2 | -6 | -15 | 2
`O=C(Cc1cc(=O)[nH][nH]1)N/N=C/C=C/c1ccccc1` in the list: -11&-7 | 3&-1 | 1&-6 | -3&0 | -3&9 | -2&7 | 9&0 | -7&-6 | 0&1
`CCOC(=O)C1=C(C)N(C)C(=O)NC1c1cccc(O)c1` (stereo not drawn) in the list: -5 | 18 | -2 | 4 | 5 | 3 | -2 | -9 | 0

Of the compounds above, two contain a COOH group:
cpd	compound	S1P2 agonist	PostGolgi ctrl	PTPN22 act	HIV Rev-RRE inh	LYP inh 2
2	CC(C)(C)OC(=O)N1CCC(c2c(C(=O)O)cnn2-c2ccc(Cl)cc2)CC1	0	1	-3	-1	1
18	O=C(O)CSc1nc(C(F)(F)F)cc(=O)n1-c1ccccc1	-4	-3	2	8	2

cpd	EphB4 ephrin blk	PostGolgi yeast	S1P2 antag	FAK inh
2	1	-5	15	1
18	-4	-6	8	-2

Remaining list, next part
cpd	compound	S1P2 agonist	PostGolgi ctrl	PTPN22 act	HIV Rev-RRE inh	LYP inh 2
37	CCc1c(C)nc2ncnn2c1N1CCC(C(=O)Nc2ccc(C)cc2)CC1	-10	1	4	12	-4
38	Cc1ccc(C(=O)NNC(=S)NC(=O)c2ccc(Cl)cc2Cl)cc1	-7	23	-10	3	13
39	CCOc1ccc(NC(=O)CSc2nnc(COc3c(C)cccc3C)o2)cc1	-8	8	-5	5	4
40	CC/C(=N/Nc1ccccc1Cl)c1cnnc(-c2ccccc2)n1	-8	/	-13	14	13
41	CCc1cc(=O)oc2cc(C)cc(OC(C)C(=O)O)c12 (stereo not drawn)	-2	5	-1	5	0
42	Cc1cccc(Nc2nc(-c3ccccn3)cs2)n1	1	13	0	2	-1
43	Cc1ccc(S(=O)(=O)NC(=O)Nc2c(C)n(C)n(-c3ccccc3)c2=O)cc1	-3	2	5	-4	-6
44	CCCCOP(=O)(c1ccc(N(C)C)cc1)C(O)c1ccccc1F (stereo not drawn)	-7	2	2	3	-5
45	COC(=O)c1ccc(Cn2nc(C)c(Br)c2C)cc1	-2	2	-1	11	0
46	O=C(Nc1cccc(-c2cc3ccccc3oc2=O)c1)c1ccc(Br)o1	-6	/	4	-3	-4
47	COCCCNC(=O)CN(C1CCCCC1)S(=O)(=O)c1ccc(C)cc1	-4	6	15	-2	-16
48	Cc1ccc(S(=O)(=O)N2CCCC(C(=O)NCC3COCCO3)C2)cc1 (stereo not drawn)	-4	-3	11	8	-8

cpd	EphB4 ephrin blk	PostGolgi yeast	S1P2 antag	FAK inh
37	5	25	6	2
38	-1	8	16	-4
39	-3	-2	3	3
40	2	/	-9	1
41	3	1	0	4
42	-2	25	0	-1
43	-7	9	-16	-3
44	9	-6	18	-1
45	6	-16	5	5
46	-1	/	-11	3
47	-1	8	6	-1
48	9	-10	6	-2

Entries listed so far that bear a hit mark in FAK inh:
| cpd | SMILES | S1P2 agonist | PTPN22 act | HIV Rev-RRE inh | LYP inh 2 | EphB4 ephrin blk | S1P2 antag | FAK inh |
| --- | --- | --- | --- | --- | --- | --- | --- | --- |
| 19 | CCOC(=O)c1cnc2c(-c3ccccc3)cnn2c1N | -7 | 4 | 0 | -6 | 4 | 2 | 29* |

The list continues:
cpd	compound	S1P2 agonist	PostGolgi ctrl	PTPN22 act	HIV Rev-RRE inh	LYP inh 2
49	Cc1csc(NC(=O)CN(C)S(=O)(=O)c2cccc3cccnc23)n1	-3	5	14	-1	-17
50	c1csc(-c2cnc3n2CCCC3)c1	-7	/	-6	13	4
51	O=C(Cc1ccc(Cl)cc1)Nc1ccc(N2CCN(C(=O)c3ccco3)CC2)c(Cl)c1	-2	60*	16	2	-17
52	CCC(C)N1CCN(C(=O)c2cccs2)CC1 (stereo not drawn)	-6	/	3	9	-3
53	O=C(c1nc2nc(-c3cccs3)cc(C(F)(F)F)n2n1)N1CCN(Cc2ccccc2)CC1	-4	/	2	10	-1
54	COc1ccc2[nH]c3c(NCCN(C(C)C)C(C)C)ncnc3c2c1	-6	5	-2	10	1
55	Cc1cc(NC(=O)COC(=O)c2ccc(NS(=O)(=O)c3ccc(C)c(C)c3)cc2)no1	-7	-1	-12	18	14
56	O=CNC1CCCc2c1[nH]c1ccc(Cl)cc21 (stereo not drawn)	-5	9	-1	2	1

cpd	EphB4 ephrin blk	PostGolgi yeast	S1P2 antag	FAK inh
49	-4	-5	12	0
50	-3	/	19	1
51	-8	-6	-14	0
52	1	/	-9	-2
53	5	/	-10	2
54	8	2	-11	8
55	7	10	-2	-3
56	6	3	11	1
